beta cell repl = induces beta-cell replication in MIN6 cells; 0.29% of 330,000 active; proliferation, % at 10 µM; MIN6 cells proliferation, ATPlite luminescence, 48 h; cells starved in 0.2% serum; 100% = growth in 10% serum; AID 2380;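 active means compounds whose signal lies at least 3.5 SD above the mean of all wells on their plate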;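 further: 0% = DMSO-treated cells in low-serum medium and 100% = 10% serum control; some compounds called inactive have numbers as strong as hits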
APOBEC3A inh = human APOBEC3A DNA deaminase inhibition. recombinant A3A, FAM/TAMRA ssDNA deamination fluorescence. inhibition, % at 20 µM. 0.41% of 330,000 active. AID 493011;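 active means at least 40% inhibition at 20 µM here, with at most 30% in a related deaminase screen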;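 further: plate controls were A3A with DMSO for no effect and wells lacking A3A enzyme for full effect; some results filed as inactive read as strong as hits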
hIAP block = human IAP inhibition; purified IAP, CDP-Star luminescence, 30 min; inhibition, % at 10 µM; 0.12% of 330,000 active;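 active means inhibition reaching a set limit with compound at 10 µM in the primary screen, cut at about 35% in these data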;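 further: plate controls were DMSO wells with enzyme for no effect and no-enzyme buffer wells for full effect; values of inactives mirror those of a sister screen read the other way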
Target sequence (P09923 whole entry, looked up): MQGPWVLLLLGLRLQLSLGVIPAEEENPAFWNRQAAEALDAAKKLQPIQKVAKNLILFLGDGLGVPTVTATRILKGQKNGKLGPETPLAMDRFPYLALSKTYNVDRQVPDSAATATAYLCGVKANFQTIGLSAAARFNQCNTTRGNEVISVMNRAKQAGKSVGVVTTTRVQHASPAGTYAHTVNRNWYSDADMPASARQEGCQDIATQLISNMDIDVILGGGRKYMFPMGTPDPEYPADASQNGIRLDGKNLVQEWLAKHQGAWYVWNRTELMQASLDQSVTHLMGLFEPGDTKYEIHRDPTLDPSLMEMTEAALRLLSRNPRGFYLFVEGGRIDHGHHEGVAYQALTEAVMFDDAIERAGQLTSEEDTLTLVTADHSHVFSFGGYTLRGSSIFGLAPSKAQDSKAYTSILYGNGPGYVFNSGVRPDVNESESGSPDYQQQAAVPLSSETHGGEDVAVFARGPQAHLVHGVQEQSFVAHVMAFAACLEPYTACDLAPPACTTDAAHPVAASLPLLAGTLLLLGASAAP
GRIN3A LBD mod = modulators (binders) of human NR3A ligand-binding domain. NR3A LBD differential scanning fluorimetry, Tm shift; 0% = protein alone, 100% = glycine-bound protein. Tm shift relative to glycine control, % at 25 µM. 2.5% of 340,000 active. AID 1259313;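 active means melting temperature shift of at least 10% of the positive control shift, at one fixed dose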
mIAP inh = blocks mouse intestinal alkaline phosphatase; purified mouse IAP, CDP-Star luminescence, 30 min; inhibition, % at 10 µM; 0.2% of 330,000 active;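 active means inhibition of at least 40% at 10 µM in the primary screen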;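 further: plate controls were DMSO with enzyme for no effect and no enzyme wells for full effect; values of inactives mirror those of a sister screen read the other way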
MPTP inh = inhibitors of mitochondrial permeability transition pore. isolated mouse mitochondria, Ca2+ swelling absorbance, 30 min. inhibition, % at 10 µM. 1.4% of 360,000 active. AID 602449;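 active means inhibition of 50% or more, scaled per plate between neutral and stimulator controls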;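 further: 0% = DMSO wells given calcium and 100% = 1 mM EGTA wells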
mIAP activ = increases mouse intestinal alkaline phosphatase activity; muIAP, CDP-Star luminescence, 30 min; hits give high values; 1 = vehicle-only enzyme signal, 0 = enzyme-free wells; 0.24% of 330,000 active; activation factor at 10 µM;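 active means activation factor of at least 2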; further: the source names both 10 and 20 µM as test concentration; values of inactives mirror those of a sister screen read the other way
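Assay system: mouse IAP enzyme; reagent: chemiluminescent substrate CDP-Star; dosing: test compounds delivered from DMSO solution; schedule: 30 min at room temperature; measured by: luminescence from enzymatic CDP-Star hydrolysis; controls: DMSO-only wells and no-enzyme negative control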
APOBEC3G inh = inhibitors of human APOBEC3G DNA deaminase; Q9HC16; recombinant A3G, ssDNA deamination FAM/TAMRA fluorescence; inhibition, % at 20 µM; 0.28% of 330,000 active; AID 493012;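 active means inhibition of at least 40% at 20 µM, with no more than 30% in the related APOBEC3A deaminase screen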;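 further: plate controls were DMSO wells with A3G for no effect and wells lacking A3G enzyme for full effect; some compounds called inactive have numbers as strong as hits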
Target sequence (Q9HC16 whole entry, looked up): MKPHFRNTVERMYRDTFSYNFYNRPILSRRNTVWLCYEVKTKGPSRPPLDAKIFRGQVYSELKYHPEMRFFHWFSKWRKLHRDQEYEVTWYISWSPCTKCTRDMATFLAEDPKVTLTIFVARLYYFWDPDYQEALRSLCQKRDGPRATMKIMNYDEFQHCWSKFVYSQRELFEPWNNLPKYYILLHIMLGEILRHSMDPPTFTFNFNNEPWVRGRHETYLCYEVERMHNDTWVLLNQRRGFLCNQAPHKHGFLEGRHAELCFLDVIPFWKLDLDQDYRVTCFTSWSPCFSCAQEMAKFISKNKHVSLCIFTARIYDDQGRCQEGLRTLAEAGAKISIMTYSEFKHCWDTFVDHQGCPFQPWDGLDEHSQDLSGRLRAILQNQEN
hIAP activ = increases human intestinal alkaline phosphatase activity | 0.16% of 330,000 active | purified human IAP, CDP-Star luminescence, 30 min; hits give high values; 1 = vehicle-only enzyme, 0 = enzyme-free background | P09923 | activation factor at 10 µM;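 active means activation factor of the enzyme at least 2-fold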; further: the source names both 10 and 20 µM as test concentration; values of inactives mirror those of a sister screen read the other way
Numbers without * were called inactive.

CCOC(=O)c1c(NC(=O)CCS(=O)(=O)c2ccccc2)sc2c1CCN(C)C2 was read as beta cell repl -7, APOBEC3A inh -2, hIAP block 10, GRIN3A LBD mod 2, mIAP inh 7, MPTP inh 0.2, mIAP activ 0.93, APOBEC3G inh -9 and hIAP activ 0.91.
COc1ccc(C(C)=O)cc1COc1nc(C)nc2ccccc12 was read as beta cell repl -1, APOBEC3A inh -3, hIAP block 10, GRIN3A LBD mod 0, mIAP inh -2, MPTP inh 0.0, mIAP activ 1, APOBEC3G inh -3 and hIAP activ 0.9.
Screening CCc1nc2cccnc2n1-c1ccc(CC(=O)NCCOC)cc1 returned beta cell repl 0, APOBEC3A inh -2, hIAP block -7, GRIN3A LBD mod 5, mIAP inh -4, MPTP inh 0.6, mIAP activ 1, APOBEC3G inh -6 and hIAP activ 1.1.
CSc1ccc(CC(=O)N2CCC(n3nccc3NC(=O)C3CC3)CC2)cc1 was read as beta cell repl 1, APOBEC3A inh -2, hIAP block 2, GRIN3A LBD mod 0, mIAP inh -2, MPTP inh 0.6, mIAP activ 1, APOBEC3G inh -4 and hIAP activ 0.97.
Screening O=C(c1ccc(-c2ccccc2)cc1)N1CCN(c2ncccn2)CC1 returned beta cell repl -2, APOBEC3A inh -4, hIAP block -4, GRIN3A LBD mod 2, mIAP inh -21, MPTP inh -1.0, mIAP activ 1.2, APOBEC3G inh -6 and hIAP activ 1.
COc1ccc(N(CC(=O)NC2CC3CCC2C3)S(=O)(=O)c2ccc(C)cc2)cc1 (stereo unspecified) was read as beta cell repl -4, APOBEC3A inh -7, hIAP block -38, GRIN3A LBD mod 1, mIAP inh -8, MPTP inh -0.2, mIAP activ 1.1, APOBEC3G inh -9 and hIAP activ 1.4.
For CC(C)CC(c1nnnn1C(C)(C)C)N1CCN(C2CCCC2)CC1 (stereo unspecified) the results were beta cell repl -1, APOBEC3A inh -3, hIAP block -11, GRIN3A LBD mod -1, mIAP inh -8, MPTP inh -2.9, mIAP activ 1.1, APOBEC3G inh -2 and hIAP activ 1.1.
`COC(=O)c1cc(OC)c(OC)cc1NC(=O)CCCCCN1C(=O)CCC1=O` gave beta cell repl -3, APOBEC3A inh -4, hIAP block -7, GRIN3A LBD mod 2, mIAP inh -8, MPTP inh 2.1, mIAP activ 1.1, APOBEC3G inh -6 and hIAP activ 1.1.
O=C(NCC(NS(=O)(=O)OCC(Cl)(Cl)Cl)c1ccccc1)C(F)(F)F (stereo unspecified) was read as beta cell repl -2, APOBEC3A inh 4, hIAP block -5, GRIN3A LBD mod -2, mIAP inh -3, MPTP inh 18, mIAP activ 1, APOBEC3G inh 3 and hIAP activ 1.1.
For O=C(Nc1cccc(F)c1)/C(=C\c1cccnc1)NC(=O)c1ccco1 the results were beta cell repl 0, APOBEC3A inh 5, hIAP block 16, GRIN3A LBD mod 0, mIAP inh 2, MPTP inh 0.9, mIAP activ 0.98, APOBEC3G inh -1 and hIAP activ 0.83.
Clc1nccc(N2CCN(c3ccccc3Cl)CC2)n1 was read as beta cell repl 0, APOBEC3A inh 0, hIAP block 2, GRIN3A LBD mod -2, mIAP inh -2, MPTP inh 1.7, mIAP activ 1, APOBEC3G inh -3 and hIAP activ 0.98.
Screening O=C1C=CC(=O)N1c1cccc(-c2ccccc2)c1 returned beta cell repl -4, APOBEC3A inh -5, hIAP block -10, GRIN3A LBD mod 2, mIAP inh 12, MPTP inh 28, mIAP activ 0.89, APOBEC3G inh 22 and hIAP activ 1.1.
Screening O=C(NC1CCCCCC1)c1cc2c(=O)n3ccccc3nc2s1 returned beta cell repl 6, APOBEC3A inh -2, hIAP block 0, GRIN3A LBD mod 1, mIAP inh 0, MPTP inh -0.9, mIAP activ 1, APOBEC3G inh -8 and hIAP activ 1.
`Cc1nc2c(-c3ccc(F)cc3)cnn2c(N)c1-c1ccccc1` gave beta cell repl -5, APOBEC3A inh 1, hIAP block 1, GRIN3A LBD mod 7, mIAP inh -9, MPTP inh 2.4, mIAP activ 1.1, APOBEC3G inh -1 and hIAP activ 0.99.
`COc1ccccc1S(=O)(=O)Cc1ccc(C(=O)N2CCN(c3ccccn3)CC2)o1` gave beta cell repl 4, APOBEC3A inh 0, hIAP block 17, GRIN3A LBD mod 2, mIAP inh 1, MPTP inh -0.5, mIAP activ 0.99, APOBEC3G inh -7 and hIAP activ 0.83.
`COc1ccc(CCN(C)C2CCCN(C(=O)Cn3cccn3)C2)cc1OC` (stereo unspecified) gave beta cell repl -1, APOBEC3A inh -4, hIAP block 0, GRIN3A LBD mod -1, mIAP inh -3, MPTP inh 0.1, mIAP activ 1, APOBEC3G inh -4 and hIAP activ 1.
For CCn1cc(C(=O)Nc2ccc(NC(=O)c3ccco3)cc2)c(=O)c2ccc(C)nc21 the results were beta cell repl 5, APOBEC3A inh 4, hIAP block 5, GRIN3A LBD mod -6, mIAP inh -9, MPTP inh 2.7, mIAP activ 1.1, APOBEC3G inh 1 and hIAP activ 0.95.
For COc1ccc(C(C)=O)cc1COc1ccc(Cl)c(C)c1 the results were beta cell repl -1, APOBEC3A inh -4, hIAP block 14, GRIN3A LBD mod -16, mIAP inh 5, MPTP inh 2.1, mIAP activ 0.95, APOBEC3G inh -6 and hIAP activ 0.86.
For COc1ccc(Cl)cc1C(=O)NCc1cn(C)nc1C the results were beta cell repl 0, APOBEC3A inh -2, hIAP block 10, GRIN3A LBD mod 0, mIAP inh -2, MPTP inh -1.9, mIAP activ 1, APOBEC3G inh -3 and hIAP activ 0.9.
`COc1ccc2c(c1)CCN1C2CCN2C(=O)CCC21` (stereo unspecified) gave beta cell repl -3, APOBEC3A inh -7, hIAP block -22, GRIN3A LBD mod 1, mIAP inh -8, MPTP inh -0.3, mIAP activ 1.1, APOBEC3G inh -6 and hIAP activ 1.2.
COc1ccccc1OC(=O)Cc1cccc2ccccc12 was read as beta cell repl -5, APOBEC3A inh 0, hIAP block 4, GRIN3A LBD mod 0, mIAP inh 0, MPTP inh -0.3, mIAP activ 1, APOBEC3G inh 1 and hIAP activ 0.96.
For COCCN(C(=O)COC(=O)Cc1c(C)nc2ccccc2c1C)c1c(N)n(CC(C)C)c(=O)[nH]c1=O the results were beta cell repl -4, APOBEC3A inh -2, hIAP block 0, GRIN3A LBD mod 1, mIAP inh -13, MPTP inh -2.0, mIAP activ 1.1, APOBEC3G inh -9 and hIAP activ 1.
`Cc1ccccc1-n1cnnc1SCC(=O)Nc1cccnc1Cl` gave beta cell repl -3, APOBEC3A inh 0, hIAP block -15, GRIN3A LBD mod 0, mIAP inh -5, MPTP inh 1.1, mIAP activ 1.1, APOBEC3G inh -6 and hIAP activ 1.2.
Cn1cc(-c2ccccc2)cc(C#N)c1=O was read as beta cell repl -3, APOBEC3A inh -7, hIAP block 12, GRIN3A LBD mod -1, mIAP inh 5, MPTP inh -1.9, mIAP activ 0.95, APOBEC3G inh -8 and hIAP activ 0.88.
`Cc1ccccc1-c1cc(C(=O)O)nn1CC1CC(c2cccc([N+](=O)[O-])c2)=NO1` (stereo unspecified) gave beta cell repl -5, APOBEC3A inh -2, hIAP block 9, GRIN3A LBD mod 2, mIAP inh 1, MPTP inh 0.7, mIAP activ 0.99, APOBEC3G inh -6 and hIAP activ 0.91.
Screening O=C(/C=C/c1ccc(F)cc1)NC(=S)NNC(=O)[C@H]1C[C@@H]1c1ccccc1 returned beta cell repl -7, APOBEC3A inh -1, hIAP block -28, GRIN3A LBD mod -2, mIAP inh 19, MPTP inh 14, mIAP activ 0.81, APOBEC3G inh -3 and hIAP activ 1.3.
CCCC(=O)c1ccc(N2CCN(C(=O)c3cccs3)CC2)c(F)c1 was read as beta cell repl -1, APOBEC3A inh -2, hIAP block -7, GRIN3A LBD mod -1, mIAP inh 8, MPTP inh 1.1, mIAP activ 0.92, APOBEC3G inh -5 and hIAP activ 1.1.
COc1cccc2cc(C(C)=O)c(=O)oc12 was read as beta cell repl 0, APOBEC3A inh -1, hIAP block 20, GRIN3A LBD mod -1, mIAP inh 2, MPTP inh -1.5, mIAP activ 0.98, APOBEC3G inh -4 and hIAP activ 0.8.
Screening NC(=O)c1c(-c2ccccc2)oc2ccc(O)cc12 returned beta cell repl 0, APOBEC3A inh -1, hIAP block 6, GRIN3A LBD mod -4, mIAP inh 0, MPTP inh -1.5, mIAP activ 1, APOBEC3G inh -4 and hIAP activ 0.94.
Screening CCCCN(CC)CCCNC(=O)C1c2ccccc2C(=O)N(C)C1c1cn(C)c2ccccc12 (stereo unspecified) returned beta cell repl -2, APOBEC3A inh -2, hIAP block 16, GRIN3A LBD mod -4, mIAP inh 6, MPTP inh 0.1, mIAP activ 0.94, APOBEC3G inh -5 and hIAP activ 0.84.
Cc1cc(Cl)ccc1NC(=S)NCC(O)c1ccccc1 (stereo unspecified) was read as beta cell repl -4, APOBEC3A inh -7, hIAP block -10, GRIN3A LBD mod 1, mIAP inh -9, MPTP inh 0.0, mIAP activ 1.1, APOBEC3G inh -2 and hIAP activ 1.1.
Screening COCC(C)NS(=O)(=O)c1ccc(C(=O)NCCCn2ccc3ccccc32)cc1 (stereo unspecified) returned beta cell repl -3, APOBEC3A inh -5, hIAP block 13, GRIN3A LBD mod -2, mIAP inh -6, MPTP inh -1.2, mIAP activ 1.1, APOBEC3G inh -1 and hIAP activ 0.87.
For Cc1ccc(C(=O)N/N=C\c2cccnc2)s1 the results were beta cell repl -4, APOBEC3A inh 2, hIAP block -4, GRIN3A LBD mod -1, mIAP inh -5, MPTP inh 5.8, mIAP activ 1.1, APOBEC3G inh -2 and hIAP activ 1.
For CS(=O)(=O)Nc1ccc(C(=O)N2CCN(c3ccccc3)CC2)cc1 the results were beta cell repl -1, APOBEC3A inh 1, hIAP block 4, GRIN3A LBD mod 0, mIAP inh 3, MPTP inh 0.0, mIAP activ 0.97, APOBEC3G inh -7 and hIAP activ 0.96.
For COc1ccc(CCNC(=O)CN(c2ccc(OC)cc2)S(C)(=O)=O)cc1 the results were beta cell repl -1, APOBEC3A inh 2, hIAP block -11, GRIN3A LBD mod 0, mIAP inh -2, MPTP inh -0.4, mIAP activ 1, APOBEC3G inh -2 and hIAP activ 1.1.
For CCOc1ccc(S(=O)(=O)NCCC(=O)N2CCCC(C)C2)cc1 (stereo unspecified) the results were beta cell repl -1, APOBEC3A inh -4, hIAP block 1, GRIN3A LBD mod 3, mIAP inh 0, MPTP inh -2.0, mIAP activ 1, APOBEC3G inh -13 and hIAP activ 0.99.
CC(/C=C/c1ccccc1)=N\NC(=O)Cn1cncn1 was read as beta cell repl 4, APOBEC3A inh -2, hIAP block -2, GRIN3A LBD mod 0, mIAP inh -9, MPTP inh 1.0, mIAP activ 1.1, APOBEC3G inh -5 and hIAP activ 1.
For O=C(COC(=O)CNC(=O)c1ccccc1)Nc1ccc(S(=O)(=O)N2CCOCC2)cc1 the results were beta cell repl -2, APOBEC3A inh 3, hIAP block -4, GRIN3A LBD mod 2, mIAP inh 8, MPTP inh -4.3, mIAP activ 0.92, APOBEC3G inh -10 and hIAP activ 1.
For O=C(Nc1ccc2c(c1)N(S(=O)(=O)c1cccs1)CCC2)c1c(F)cccc1F the results were beta cell repl -3, APOBEC3A inh -1, hIAP block 8, GRIN3A LBD mod 3, mIAP inh -2, MPTP inh -2.0, mIAP activ 1, APOBEC3G inh -6 and hIAP activ 0.92.
Screening O=C(Nc1ccccc1)c1nsnc1C(=O)Nc1ccccc1 returned beta cell repl -2, APOBEC3A inh 0, hIAP block 15, GRIN3A LBD mod 0, mIAP inh 6, MPTP inh 1.6, mIAP activ 0.94, APOBEC3G inh -4 and hIAP activ 0.85.

No enrichment for hits; 5% or so of the library scored in one or more.
